Assay outcomes (PubChem BioAssay)
Tn6 DDE FP – inhibitors of Tn6 peptide binding to human fibrin DD(E); hit rate 0.21% among 370,000; P02675; AID 720509; inhibition, % at 8.3 µM; Fibrin DD(E) TRITC-Tn6 fluorescence polarization displacement;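 active = inhibition above a per-campaign cutoff: mean of compounds within control limits plus 3 SD, cut at about 15% in these data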;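 note: 0% = median of all compound wells on the plate and 100% = blocking peptide control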
MBD2 inh – MBD2-methylated oligo binding inhibition | hit rate 0.31% among 370,000 | Q9UBB5 | TR-FRET, MBD2 binding to methylated oligonucleotide | inhibition, % at 4.4 µM; in the data active = inhibition above about 13%
UHRF1 MBD2 ctr – human UHRF1 methylated DNA binding inhibitors; Q96T88; UHRF1 binding to methylated oligo, TR-FRET; inhibition, % at 4.4 µM; hit rate 0.75% among 370,000; in the data active = inhibition above about 21%;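 note: UHRF1 SRA domain binding a hemimethylated CpG hairpin DNA probe; 0% = median of test compound wells and 100% = reference inhibitor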
Target sequence (Q96T88 whole entry, looked up, the tested form may be a part): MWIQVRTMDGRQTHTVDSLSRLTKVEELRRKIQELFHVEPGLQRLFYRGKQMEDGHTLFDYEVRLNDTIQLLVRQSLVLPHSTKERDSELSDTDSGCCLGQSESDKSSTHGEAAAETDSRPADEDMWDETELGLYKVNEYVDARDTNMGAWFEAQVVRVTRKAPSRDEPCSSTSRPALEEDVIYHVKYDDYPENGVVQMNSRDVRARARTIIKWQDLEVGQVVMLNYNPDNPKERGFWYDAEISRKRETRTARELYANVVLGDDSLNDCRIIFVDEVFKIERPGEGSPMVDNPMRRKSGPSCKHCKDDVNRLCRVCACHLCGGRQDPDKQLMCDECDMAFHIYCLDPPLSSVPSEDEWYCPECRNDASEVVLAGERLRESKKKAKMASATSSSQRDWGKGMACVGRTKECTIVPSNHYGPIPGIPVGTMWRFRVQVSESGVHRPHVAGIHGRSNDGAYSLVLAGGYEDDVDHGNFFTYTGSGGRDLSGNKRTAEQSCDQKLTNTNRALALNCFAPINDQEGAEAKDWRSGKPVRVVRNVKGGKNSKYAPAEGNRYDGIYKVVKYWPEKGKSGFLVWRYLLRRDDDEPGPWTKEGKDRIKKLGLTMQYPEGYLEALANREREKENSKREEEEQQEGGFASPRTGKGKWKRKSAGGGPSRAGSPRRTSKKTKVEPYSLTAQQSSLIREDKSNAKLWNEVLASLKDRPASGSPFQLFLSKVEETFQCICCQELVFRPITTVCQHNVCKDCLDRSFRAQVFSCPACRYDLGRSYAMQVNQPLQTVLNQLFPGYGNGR
Tn7 DDE FP – inhibitors of Tn7 peptide binding to human fibrin DD(E); FP displacement of FITC-Tn7 peptide from fibrin DD(E); 0% = median of compound wells per plate; inhibition, % at 8.3 µM; hit rate 0.13% among 370,000; AID 720508;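 active = inhibition above the mean of compounds falling within the control limits plus 3 SD of them, cut at about 14% in these data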;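 note: 0% = plate median of compound wells and 100% = 10 µM Aha-Tn7 peptide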
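Assay system: human fibrin DD(E). Input: DD(E) 2 µM final. Medium: Tris buffer with calcium and detergent, pH 7.8. Compound dosing: single point at 8.3 µM. Timing: 10 min plus 3 h, room temperature. Technique: fluorescence polarization of the labelled Tn7 tracer. Read-out: percent inhibition. Replicates: singlicate testing.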
PLCg1 inh – PLC-gamma1 (human) inhibition, primary screen | hit rate 0.84% among 370,000 | purified PLC-gamma1, fluorogenic substrate, fluorescence | AID 720700 | P19174 | inhibition, % at 12.2 µM; in the data active = inhibition above about 9.5%
ASAP1 GAP inh – blocks human ASAP1-stimulated Arf1 GTP hydrolysis | GDP FP detection | inhibition, % at 16.5 µM | hit rate 0.19% among 360,000 | AID 624377; in the data active = inhibition above about 25%;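 note: 0% = vehicle with enzyme and substrate and 100% = no enzyme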
proKLK7 act – activates the human kallikrein-7 zymogen | purified proKLK7, EDANS-DABCYL substrate fluorescence; 100% is mature enzyme control, 0% vehicle | P49862 | AID 652039 | hit rate 0.9% among 370,000 | activation, % at 7 µM;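 active = activation above the mean of all tested compounds plus 3 SD, computed per campaign excluding outliers beyond control limits, cut at about 13% in these data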
Target sequence (P49862 whole entry, looked up): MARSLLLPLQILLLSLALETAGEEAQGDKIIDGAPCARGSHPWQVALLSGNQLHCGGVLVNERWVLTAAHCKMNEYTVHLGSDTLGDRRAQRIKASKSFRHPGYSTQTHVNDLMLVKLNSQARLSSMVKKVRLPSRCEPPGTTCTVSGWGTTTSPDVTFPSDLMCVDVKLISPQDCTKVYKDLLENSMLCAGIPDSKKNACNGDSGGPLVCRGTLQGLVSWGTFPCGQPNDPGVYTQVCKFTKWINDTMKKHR
ARFGAP1 inh – inhibits rat ARF GTPase activating protein 1; inhibition, % at 16.5 µM; AID 651572; Arfgap1-stimulated ARF1 GTP hydrolysis, GDP FP detection; Q62848; hit rate 0.26% among 360,000;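 active = inhibition above a per-plate limit, mean inhibition of low control wells plus 3 SD, cut at about 25% in these data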;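 note: 0% = DMSO wells with enzyme and 100% = wells lacking Arfgap1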
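Material – truncated rat Arfgap1 GAP domain · Buffer or medium – HEPES-based buffer, pH 7.5 · Reagent – human ARF1(Δ1-17)-GTP substrate · Dosing – 16.5 µM single point, 1.26% DMSO · Schedule – GTP hydrolysis reaction 2 h at 25 °C · Technique – GDP detection by fluorescence polarization · Benchmarks – No-Arfgap1 wells (100%) versus DMSO full-reaction wells (0%) · Repeats – single replicate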
ADAM17 inh – inhibitors of human ADAM17 | P78536 | recombinant ADAM17, EDANS/DABCYL FRET peptide cleavage | inhibition, % at 6.95 µM | hit rate 0.83% among 370,000 | AID 720648;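 active = inhibition above the mean of compounds lying between control limits plus 3 SD, set per campaign, cut at about 8.5% in these data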;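 note: 0% = DMSO-only wells as the low control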
PLCb3 inh – blocks human PLC-beta3 enzyme activity. Q01970. Purified PLC-beta3, fluorogenic substrate, fluorescence. inhibition, % at 12.2 µM. hit rate 0.18% among 370,000. AID 720704; in the data active = inhibition above about 11%;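 note: 0% = median of compound wells on plate and 100% = full blocker control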
Starred values were filed as active, the others as inactive; i = inactive; & = joins results of further samples. Outcome played no part in choosing rows; overall some 4.1% were active at least once.

Every second line gives: MBD2 inh | PLCb3 inh | ADAM17 inh | proKLK7 act | PLCg1 inh | UHRF1 MBD2 ctr | ASAP1 GAP inh | Tn7 DDE FP | Tn6 DDE FP | ARFGAP1 inh
CC(=O)C1=C(C)NC(SCC(=O)c2ccccc2)=C(C#N)C1CC(C)C (configuration not stated)
    0 | -14 | -1 | 0.6 | -9 | 0 | 0 | -2 | -4 | -5
CCOC(=O)c1c(C)[nH]c(C)c1C(=O)COC(=O)CCc1ccccc1
    4 | -5 | -3 | 0.0 | -2 | -2 | -2 | -2 | 2 | -4
O=C(CNC(=O)c1ccco1)Nc1ccc(F)cc1
    7 | -5 | -4 | 0.7 | -2 | -1 | -2 | 6 | -5 | 13
COc1ccccc1OCCNC(=O)CSC(=S)N1CCCC1
    -1 | -3 | -2 | -0.1 | 0 | -2 | -6 | 0 | -3 | -6
O=S(=O)(NCc1csc(-c2cccs2)n1)c1ccccc1
    -6 | -7 | -6 | -0.3 | -3 | -2 | -13 | 1 | 9 | 2
Cn1cnnc1SC(C(=O)Nc1cc(Cl)cc(Cl)c1)c1ccccc1 (configuration not stated)
    -4 | 6 | 5 | 0.0 | 1 | 5 | 4 | 2 | -4 | -10
CCN(CC(=O)NCc1ccc(F)cc1)CC(=O)Nc1ccc(S(=O)(=O)N2CCCC2)cc1
    7 | -5 | -1 | 0.3 | 0 | -3 | -6 | -1 | 0 | -8
Cc1ccc(S(=O)(=O)Cn2nnnc2C(c2ccccc2)N2CCN(c3ncccn3)CC2)cc1 (configuration not stated)
    4 | 3 | 2 | 0.6 | 3 | -2 | 5 | 4 | 4 | 13
CSCC(=O)N1CCCC(CO)(CCCc2ccccc2)C1 (configuration not stated)
    -2 | -3 | 0 | 0.2 | 0 | 4 | -17 | 1 | 6 | -2
O=C(CN(Cc1ccc(F)cc1)C(=O)CNS(=O)(=O)c1ccc(F)cc1)NCc1ccco1
    3 | -1 | -2 | 0.5 | 1 | -3 | 2 | -6 | 5 | 3
CSc1ncccc1C(=O)Nc1cccc(S(=O)(=O)N2CCCC2)c1
    2 | 0 | -2 | -0.1 | -1 | 2 | 1 | 6 | -3 | 14
COc1ccc(NC2CCCN(C(=O)c3ccc(C(C)=O)s3)C2)cc1 (configuration not stated)
    2 | 4 | -5 | 0.3 | 0 | 2 | 5 | -3 | 3 | 0
CCOc1ccc(CN2CCNC(=O)C2CC(=O)NCCC2=CCCCC2)cc1 (configuration not stated)
    -4 | -3 | -4 | 0.2 | -4 | 2 | 7 | 5 | 5 | -3
O=C1CC2(CCN(C(=O)c3cccc(Cl)c3)CC2)Oc2ccccc21
    2 | -32 | -30 | 0.1 | -23 | 3 | -4 | 0 | -1 | 3
O=C(c1cnn2c(C(F)F)cc(-c3ccccc3)nc12)N1CCN(Cc2ccc3c(c2)OCO3)CC1
    -3 | -111 | -6 | -2.7 | -73 | 0 | -2 | 2 | 5 | -7
O=C1C(=O)N(Cc2cccnc2)C(c2cccc([N+](=O)[O-])c2)/C1=C(/O)c1ccc2c(c1)OCO2 (configuration not stated)
    1 | -7 | -5 | -0.1 | 1 | -1 | 1 | 5 | 2 | -6
O=C1Nc2ccccc2N(C(=O)c2c(F)cccc2F)C1c1nc2ccccc2[nH]1 (configuration not stated)
    -5 | -230 | -41 | -48 | -162 | 10 | 15 | -1 | 5 | 4
COC(=O)CC(NS(=O)(=O)c1cccs1)c1ccc2c(c1)OCO2 (configuration not stated)
    0 | -8 | -6 | -0.6 | 3 | 0 | 6 | 1 | 0 | 5
Cc1ccc(SCC(=O)c2cc(C)c(O)c(C)c2)cc1
    9 | -5 | 3 | -0.2 | 1 | 18 | -5 | 1 | -1 | -6
COc1ccc(-c2nc3cnccn3c2NC(C)(C)CC(C)(C)C)cc1O
    -3 | i | -177 | -29 | i | -2 | 0 | -3 | -9 | 4

3 entries from above, ordered by number of heavy atoms, falling:
Every second line gives: MBD2 inh | PLCb3 inh | ADAM17 inh | proKLK7 act | PLCg1 inh | UHRF1 MBD2 ctr | ASAP1 GAP inh | Tn7 DDE FP | Tn6 DDE FP | ARFGAP1 inh
O=C(c1cnn2c(C(F)F)cc(-c3ccccc3)nc12)N1CCN(Cc2ccc3c(c2)OCO3)CC1
    -3 | -111 | -6 | -2.7 | -73 | 0 | -2 | 2 | 5 | -7
O=C1Nc2ccccc2N(C(=O)c2c(F)cccc2F)C1c1nc2ccccc2[nH]1 (configuration not stated)
    -5 | -230 | -41 | -48 | -162 | 10 | 15 | -1 | 5 | 4
CCOc1ccc(CN2CCNC(=O)C2CC(=O)NCCC2=CCCCC2)cc1 (configuration not stated)
    -4 | -3 | -4 | 0.2 | -4 | 2 | 7 | 5 | 5 | -3

(further entries)
Every second line gives: MBD2 inh | PLCb3 inh | ADAM17 inh | proKLK7 act | PLCg1 inh | UHRF1 MBD2 ctr | ASAP1 GAP inh | Tn7 DDE FP | Tn6 DDE FP | ARFGAP1 inh
O=C(C/C=N/OCc1c(Cl)cccc1Cl)c1cnc(-c2ccccc2)s1
    8 | -5 | -3 | -1.9 | 7 | 5 | 6 | 0 | -1 | 8
O=C1CN(c2nc(-c3cccnc3)nc3scc(-c4ccccc4)c23)CCN1
    6 | -19 | -7 | 0.3 | -12 | 6 | -1 | 2 | 9 | -1
CC(C)C(C=Cc1ccccc1)=NNS(=O)(=O)c1ccccc1
    2 | 2 | -5 | 0.2 | 2 | 0 | 6 | 3 | -1 | 0
CCCCOC(=O)c1ccc(NC(=S)NC(=O)c2c(Cl)cnn2CC)cc1
    0 | -2 | -4 | 0.1 | -2 | 1 | -12 | -3 | 5 | 13
O=C(NC12CC3CC(CC(C3)C1)C2)c1ccc(=O)oc1
    -1 | 1 | -2 | 0.2 | 3 | 8 | -3 | 2 | -2 | 1
Cc1ccc(N2C(=O)c3ccccc3C2(O)c2ncc[nH]2)cc1 (configuration not stated)
    -5 | -1 | 1 | 0.3 | 0 | -1 | -4 | -2 | -6 | 11
COc1ccc(Cl)cc1NC(=O)C/C(C)=N/NC(=O)c1ccccc1[N+](=O)[O-]
    1 | -7 | 1 | 0.0 | 1 | 2 | -14 | -1 | -5 | 6
O=C(CN1C(=O)/C(=C\c2cccc(Br)c2)Oc2ccccc21)NCCCN1CCOCC1
    2 | -420 | -44 | -166 | -294 | -5 | -3 | 4 | 1 | -4
Cc1cccc2c1cnn2C(=O)Nc1cc(F)ccc1F
    0 | 1 | 5 | -0.3 | -2 | 2 | -7 | 0 | 5 | -11
COc1cc(NC(=O)C2=CC(c3cccs3)=NS(=O)(=O)N2C)cc(OC)c1OC
    0 | 4 | 2 | 0.5 | 3 | -4 | 7 | 4 | -13 | 4
O=C1CCc2cc(S(=O)(=O)Nc3ccc(F)cc3)ccc2N1
    2&-2 | -5&1 | -2&-1 | 0.4 | -7&-1 | 0&-1 | -16 | -3&6 | 7&3 | 15
CC(=O)Nc1ccc(S(=O)(=O)NCCCN2CCOCC2)cc1
    -1 | -5 | 0 | -0.5 | 4 | 4 | -2 | -2 | -4 | -10
COc1ccc(CCC(=O)N2CCN(S(=O)(=O)c3ccc(C)cc3)CC2)cc1
    4 | -3 | -3 | -0.2 | 2 | -1 | -15 | 8 | 3 | -19
CC(C)(C)NC(=O)C(=O)NN=C1CCCCCC1
    0 | -6 | -4 | -0.1 | 1 | -3 | 5 | 3 | 5 | 6
CCNc1nnc(-c2ccc(C)cc2)o1
    -2 | -1 | -3 | 0.3 | -1 | 4 | -7 | 1 | -2 | 3
O=C(COC(=O)c1ccc([N+](=O)[O-])cc1)NCCC1=CCCCC1
    -3 | -8 | -2 | -0.5 | 0 | 0 | 5 | -6 | 2 | 3
CN(C)C(=S)Nn1c(-c2ccccc2)nc2ccccc2c1=O
    5 | -4 | 0 | 0.4 | 4 | 4 | 3 | 8 | -6 | 7
C=CCn1nnnc1SCC(=O)Nc1cccc(C(F)(F)F)c1
    -4 | -4 | -5 | 0.7 | -1 | 0 | 15 | -1 | 9 | 20
COc1ccc(OC)c(NC(=O)CC2C(=O)NCCN2C(=O)c2ccccc2)c1 (configuration not stated)
    1 | -6 | -2 | -0.3 | -1 | 1 | 4 | 2 | -4 | -2
NC1=NC(=O)/C(=C\C=C\c2ccccc2)S1
    -5 | -19 | -1 | 4.2 | -14 | -5 | 9 | -2 | 4 | 11
O=C(Nc1ccc(C(=O)O)cc1)/C(=C/c1cccc(Br)c1)NC(=O)c1ccco1
    -9 | -2 | -2 | 0.1 | 1 | -2 | -16 | 6 | 5 | -11

14 entries from above, as tab-separated lines:
Compound	MBD2 inh	PLCb3 inh	ADAM17 inh	proKLK7 act	PLCg1 inh	UHRF1 MBD2 ctr	ASAP1 GAP inh	Tn7 DDE FP	Tn6 DDE FP	ARFGAP1 inh
COc1ccc(Cl)cc1NC(=O)C/C(C)=N/NC(=O)c1ccccc1[N+](=O)[O-]	1	-7	1	0.0	1	2	-14	-1	-5	6
O=C(CN1C(=O)/C(=C\c2cccc(Br)c2)Oc2ccccc21)NCCCN1CCOCC1	2	-420	-44	-166	-294	-5	-3	4	1	-4
Cc1cccc2c1cnn2C(=O)Nc1cc(F)ccc1F	0	1	5	-0.3	-2	2	-7	0	5	-11
COc1cc(NC(=O)C2=CC(c3cccs3)=NS(=O)(=O)N2C)cc(OC)c1OC	0	4	2	0.5	3	-4	7	4	-13	4
O=C1CCc2cc(S(=O)(=O)Nc3ccc(F)cc3)ccc2N1	2&-2	-5&1	-2&-1	0.4	-7&-1	0&-1	-16	-3&6	7&3	15
CC(=O)Nc1ccc(S(=O)(=O)NCCCN2CCOCC2)cc1	-1	-5	0	-0.5	4	4	-2	-2	-4	-10
COc1ccc(CCC(=O)N2CCN(S(=O)(=O)c3ccc(C)cc3)CC2)cc1	4	-3	-3	-0.2	2	-1	-15	8	3	-19
CC(C)(C)NC(=O)C(=O)NN=C1CCCCCC1	0	-6	-4	-0.1	1	-3	5	3	5	6
CCNc1nnc(-c2ccc(C)cc2)o1	-2	-1	-3	0.3	-1	4	-7	1	-2	3
O=C(COC(=O)c1ccc([N+](=O)[O-])cc1)NCCC1=CCCCC1	-3	-8	-2	-0.5	0	0	5	-6	2	3
CN(C)C(=S)Nn1c(-c2ccccc2)nc2ccccc2c1=O	5	-4	0	0.4	4	4	3	8	-6	7
C=CCn1nnnc1SCC(=O)Nc1cccc(C(F)(F)F)c1	-4	-4	-5	0.7	-1	0	15	-1	9	20
COc1ccc(OC)c(NC(=O)CC2C(=O)NCCN2C(=O)c2ccccc2)c1 (configuration not stated)	1	-6	-2	-0.3	-1	1	4	2	-4	-2
NC1=NC(=O)/C(=C\C=C\c2ccccc2)S1	-5	-19	-1	4.2	-14	-5	9	-2	4	11
